Compound activity deposited in PubChem BioAssay by several laboratories.
MEKK2 WT-MEK5: raises or lowers MEK5 binding to wildtype human MEKK2 PB1 domain; AID 1531; Q9Y2U5; bead flow cytometry, Alexa488-MEK5 binding to MEKK2 WT; actives lie on both sides; binding response (% of control), % at 10 µM; actives 1.1% (n = 290,000); in the data active = binding response below about 67% or above about 130%
SUMO HTRF inh: blocks human SUMOylation mediated by UBC9. P63279. HTRF SUMOylation assay, SAE1/SAE2 + UBC9, in vitro. inhibition, % at 35 µM. actives 0.36% (n = 290,000). AID 2006; in the data active = inhibition above about 50%, passing the limit was not always enough; also: strong numbers were not always called active
Target sequence (P63279 whole entry, looked up): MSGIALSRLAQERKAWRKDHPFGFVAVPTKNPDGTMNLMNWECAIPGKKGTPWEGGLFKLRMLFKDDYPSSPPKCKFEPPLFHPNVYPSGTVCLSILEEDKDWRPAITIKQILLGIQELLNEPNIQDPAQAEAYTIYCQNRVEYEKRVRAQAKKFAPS
M18AAP inhibitor: PfM18AAP enzyme inhibition; recombinant PfM18AAP, H-Glu-NHMec fluorogenic cleavage; inhibition, % at 7.35 µM; actives 1.2% (n = 290,000);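 active = inhibition above the campaign mean inhibition over all tested compounds plus 3 SD, cut at about 28% in these data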;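 also: 0% = plate median of test compound wells and 100% = 2 mM ZnCl2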
IMP-1 inhibitor: blocks Pseudomonas aeruginosa IMP-1 metallo-beta-lactamase. inhibition, % at 5.6 µM. purified IMP-1, nitrocefin hydrolysis, epi-absorbance fluorescence. actives 0.45% (n = 290,000);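 active = inhibition above the mean plus 3 SD of all compounds in the same screening run, cut at about 4.5% in these data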;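 also: 0% = IMP-1 with DMSO and 100% = DMSO wells lacking enzyme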
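system = purified recombinant IMP-1 beta-lactamase | amount = 0.2 nM IMP-1, as dispensed | medium = HEPES buffer pH 7.1 with ZnSO4 and Brij 35 | times = 25 °C, 15 min preincubation, 25 min reaction | detection = plate fluorescence quenching by hydrolysis product, ex 480/em 530 nm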
DNA FID counter: counter-screen for HCV NS3 helicase inhibitors: DNA intercalator displacement. inhibition, % at 7.9 µM. actives 0.17% (n = 290,000). AID 1845. DNA fluorescent intercalator displacement, fluorescence; in the data active = inhibition above about 37%;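 also: 0% = vehicle and 100% = reference compound; higher means more ethidium bromide displaced from hairpin DNA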
MEKK2 mut-MEK5: signal of MEK5 binding to mutant human MEKK2 PB1 domain. actives 0.35% (n = 290,000). AID 1530. percent response, % at 10 µM. bead flow cytometry, Alexa488-MEK5 binding to MEKK2 mutant; in the data active = percent response above about 24%, passing the limit was not always enough; also: inactives centre near 1; some results filed as inactive read as strong as hits
HCV NS3 hel inh: HCV NS3 helicase inhibition | NS3 helicase DNA unwinding, Cy5 molecular beacon fluorescence | inhibition, % at 10.9 µM | actives 0.56% (n = 290,000) | AID 1800;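 active = inhibition above the mean of all tested compounds plus 3 SD, set per campaign, cut at about 35% in these data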;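 also: 0% = DMSO wells and 100% = thioflavine S control wells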
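System: HCV NS3 helicase fragment; control set: DMSO and thioflavine S; technique: Cy5 fluorescence at 0 and 60 min, beacon hairpin quenching; reagent: beacon DNA duplex substrate plus ATP; replicates: singlicate; schedule: 1 h reaction at 25 °C, ATP-initiated; medium: MOPS buffer pH 6.5 with MgCl2, DTT, Tween20, BSA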
VIM-2 inhibitor: inhibitors of Pseudomonas aeruginosa VIM-2 metallo-beta-lactamase; inhibition, % at 5.6 µM; purified VIM-2, nitrocefin hydrolysis, epi-absorbance fluorescence; actives 0.89% (n = 290,000); AID 1527;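 active = inhibition above the mean of all tested compounds plus 3 SD, cutoff set per screening run, cut at about 7.5% in these data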;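 also: red hydrolysis product quenches plate fluorescence so inhibitors raise well fluorescence; 0% = enzyme with DMSO and 100% = DMSO without enzyme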
NALP1 yeast inh: NALP1 inhibition | S. cerevisiae NALP1/ASC/caspase-1 growth, X-gal OD620, 72 h | inhibition, % at 10 µM | actives 0.61% (n = 280,000); in the data active = inhibition mostly above about 24%, no sharp cut-off; inactive = mostly below about 32%; also: some compounds called inactive have numbers as strong as hits
* hit, by the source's call; x = not tested or not shown.

SMILES	MEKK2 WT-MEK5	SUMO HTRF inh	M18AAP inhibitor	IMP-1 inhibitor	DNA FID counter	MEKK2 mut-MEK5	HCV NS3 hel inh	VIM-2 inhibitor	NALP1 yeast inh
CC(=O)Nc1ccc(OCC(O)CN2C(C)CCCC2C)cc1 (stereo not drawn)	101	-4	-9	-1.1	2	-2	2	-1.6	30
COc1ccccc1C1CCN(Cc2ccc(C)cc2)CC1	110	7	-2	-2.3	-3	11	-13	-3.2	14
Cc1cc(-c2nnc(SCC(=O)Nc3ccc(F)cc3F)n2N)n[nH]1	101	6	2	-1.6	-9	0	5	-2.5	3
COc1ccc(C2/C(=C(/O)c3ccc(Br)cc3)C(=O)C(=O)N2C)cc1 (stereo not drawn)	103	-7	10	-0.6	-24	0	9	2.9	12
CNS(=O)(=O)c1cccc(C(=O)OCC(=O)Nc2ccc(Cl)cc2F)c1	94	0	-1	-3.7	-11	-5	-11	-2.1	-8
CCOc1ccccc1CN1CCCC(CNS(=O)(=O)c2ccc(OC)cc2)C1 (stereo not drawn)	98	-11	2	-1.8	25	-1	-7	-0.1	-13
Cc1csc(NC(=O)c2cc(=O)[nH]c3ccccc23)n1	97	17	-5	-3.1	-1	0	-2	0.4	23
Cc1ccc(S(=O)(=O)N/N=C\c2cc3c(cc2Br)OCO3)cc1	97	8	12	-3.0	-2	-1	-5	-1.7	19
CC1=NN(C(=O)c2ccccc2Br)C(O)(c2cccnc2)C1 (stereo not drawn)	95	8	0	-2.9	-8	0	8	-4.1	10
Cc1ccc(Cn2c(CN(C)Cc3ccccc3)nc3c2c(=O)n(C)c(=O)n3C)cc1	95	9	-5	-0.7	-29	-4	-12	-3.8	20
Cc1ccc(Oc2c(C)nc(-c3ccccc3)[nH]c2=O)cc1	99	-3	-6	-5.0	-1	-1	0	-2.4	4
COc1ccc(C2CC2/C(=N/O)c2ccccn2)cc1 (stereo not drawn)	104	-2	-9	-3.4	-9	-40	5	-4.2	-29
Cc1ccc(-c2c[n+](CC(=O)OCc3ccccc3)c3n2CCC3)cc1	95	-1	-3	-1.9	3	-4	-10	-1.6	28
CC(C)(C)NS(=O)(=O)c1ccc(NC(=O)Cc2ccccc2[N+](=O)[O-])cc1	109	4	-1	-1.4	-3	0	-4	-3.8	-1
Oc1ccc(CN2CCN(Cc3ccccc3)CC2)c2cccnc12	107	x	0	-1.6	-2	-1	-19	-1.4	x
O=C(Cc1ccccc1)NCC(=O)OCC(=O)c1ccc(OC(=O)c2ccccc2)cc1	100	-6	1	-2.6	-6	5	-7	-3.8	0
O=C(c1cc2ccccc2o1)N1CCN(S(=O)(=O)c2cccs2)CC1	102	10	7	-4.0	-14	-2	-7	-2.1	6
CCOC(=O)C1=NNC2C(=O)N(CC)C(=O)C12 (stereo not drawn)	97	4	-4	-1.3	-5	7	1	-1.1	-11
O=C(C1=C[C@H](c2ccc(C(F)(F)F)cc2)C[C@H](OCc2ccc(CO)cc2)O1)N1CCN(Cc2ccc3c(c2)OCO3)CC1	106	-17	-3	-2.8	-16	7	-32	-2.0	18
COc1ccc(NCC(=O)N/N=C/c2ccc3c(c2)OCCO3)cc1	105	3	5	0.4	-8	11	0	-5.0	26
O=S(=O)(c1cccc(Cl)c1)N1CCC(c2nc3ccccc3[nH]2)CC1	111	4	2	-2.0	-6	14	29	-3.5	9
CC(C)(C)c1cc(C(=O)NNC(=O)c2ccc(C(F)(F)F)cc2)no1	96	25	-3	-1.2	-3	-15	0	-2.8	12
O=C(Cn1cnc2c(nnn2Cc2ccc(F)cc2)c1=O)Nc1cccc(F)c1	109	18	3	-2.7	0	8	5	-2.8	2
O=C(Nc1ccc(N2CCOCC2)nc1)c1ccc(Cl)cc1	102	-2	7	1.1	-14	0	14	3.9	36
O=C(O)/C=C/C(=O)Nc1ccc(C2(c3ccc(NC(=O)/C=C/C(=O)O)cc3)c3ccccc3-c3ccccc32)cc1	97	27	8	-1.1	-32	0	-3	-1.6	2
COc1cccc2[nH]c3c(N4CCC5(CC4)OCCO5)ncnc3c12	99	31	-3	-3.0	3	6	10	2.3	5
Cc1csc(NC(=O)C2=NN(c3ccccc3)C(=O)CC2)n1	92	6	13	-0.2	-13	-5	4	2.7	7
Cc1ccc(C)c(OCCCN2CCCC2)c1	106	1	4	-3.1	10	-5	-7	-3.3	4
CN(C)CCNC(=O)CN1C(=O)CSc2ccc(S(=O)(=O)N3CCCCC3)cc21	105	x	1	-4.5	13	3	-3	-1.7	10
c1ccc(Cn2c(NCc3ccco3)nc3ccccc32)cc1	107	14	12	-0.5	6	5	-9	-1.5	34
COc1ccc(C(=O)Cn2nnc(-c3ccccc3F)n2)cc1	94	12	0	-2.4	-8	-2	-6	-2.5	8
CCOc1cc(N2CCOCC2)c(OCC)cc1NC(=O)CN1C(=O)NC(CC(C)C)C1=O (stereo not drawn)	102	-1	-1	-0.8	-6	-3	3	-1.0	8
Cc1cnc(NC(=O)CSc2nnc(CNc3ccc(F)cc3)n2CC2CCCO2)s1 (stereo not drawn)	x	0	11	0.6	-32	x	-9	0.2	16
N#Cc1cccc(-n2c(-c3ccccc3)nnc2-c2ccccc2)c1C#N	81	-11	-1	-2.3	2	-11	0	-2.6	0
CC(C)Cc1nnc(NC(=O)CCC(=O)NCCc2ccccc2)s1	100	8	-19	-0.6	-40	-1	-5	1.0	28
O=C(c1ccc(Cn2cnnn2)cc1)N1CCCC(Nc2ccc(F)c(F)c2)C1 (stereo not drawn)	112	6	-2	-0.9	-18	14	-7	-1.1	-1
COc1cc(CC(=O)OCC(=O)Nc2ccc(S(=O)(=O)N3CCCC3)cc2)cc(OC)c1OC	98	-5	-1	3.4	-25	2	-6	1.1	0
O=C(Nc1ccc(C(F)(F)F)cc1-c1ccccc1)c1ccccc1	98	-13	-2	-0.9	3	0	-10	-2.6	-5
CCCCCCCCCCOC(=O)Cn1c(COc2ccccc2C)[n+](C)c2ccccc21	293*	16	-2	-4.0	27	141*	-40	-3.1	1
CN(C)CCCNC(=O)/C(=C\C=C\c1ccccc1)NC(=O)c1ccc([N+](=O)[O-])cc1	111	0	1	-2.8	23	11	-45	-1.8	-9
Cc1ccc(N2CCC(N3CCN(C)C(CCO)C3)CC2)cc1 (stereo not drawn)	111	-8	-2	-2.6	-3	16	7	1.0	16
COCCCNC(NC(=O)c1ccc(Br)cc1)C(Cl)(Cl)Cl (stereo not drawn)	109	-14	-9	-1.6	-6	11	-3	2.1	23
CC(C)(C)NC(=O)c1ccc(NC(=O)CSc2ccccc2)cc1	108	-6	3	-3.6	-11	14	1	-3.5	-2
Cc1noc(NS(=O)(=O)c2ccc(N/C=C/C(=O)c3ccncc3)cc2)c1C	x	14	6	-3.2	-17	x	4	-4.3	18
COc1ccccc1CNCc1cc(OC)c(OC)c(OC)c1	100	3	6	-2.5	11	4	3	-3.9	-11
Cc1ccc(SC(=O)c2c([N+](=O)[O-])c(C)nn2C)cc1	101	8	3	-1.3	-1	-5	14	1.2	x
CC1Cc2nc(SCC(=O)N3CCCc4ccccc43)n(C)c(=O)c2S1 (stereo not drawn)	107	5	7	-2.2	-30	11	4	-4.2	-10
COc1cccc(CC2(CO)CCN(C(=O)NCCc3ccccc3)CC2)c1	92	13	3	-2.8	-32	-5	6	-3.3	-2

The closing five records of the section before come first, to join the parts:
SMILES	MEKK2 WT-MEK5	SUMO HTRF inh	M18AAP inhibitor	IMP-1 inhibitor	DNA FID counter	MEKK2 mut-MEK5	HCV NS3 hel inh	VIM-2 inhibitor	NALP1 yeast inh
Cc1noc(NS(=O)(=O)c2ccc(N/C=C/C(=O)c3ccncc3)cc2)c1C	x	14	6	-3.2	-17	x	4	-4.3	18
COc1ccccc1CNCc1cc(OC)c(OC)c(OC)c1	100	3	6	-2.5	11	4	3	-3.9	-11
Cc1ccc(SC(=O)c2c([N+](=O)[O-])c(C)nn2C)cc1	101	8	3	-1.3	-1	-5	14	1.2	x
CC1Cc2nc(SCC(=O)N3CCCc4ccccc43)n(C)c(=O)c2S1 (stereo not drawn)	107	5	7	-2.2	-30	11	4	-4.2	-10
COc1cccc(CC2(CO)CCN(C(=O)NCCc3ccccc3)CC2)c1	92	13	3	-2.8	-32	-5	6	-3.3	-2
O=C(CCCCCNC(=O)N1CCn2c1nc1ccccc12)N[C@H](C(=O)O)c1ccccc1	106	10	1	-3.2	-31	6	-7	-3.3	12
O=C(O)c1ccc(/C=C/c2nc3sc4c(c3c(=O)[nH]2)CCC4)cc1	81	8	-2	-2.5	-4	-7	-6	0.6	2
O=C(CC(SCCO)c1ccc2c(c1)OCO2)c1cccs1 (stereo not drawn)	103	20	9	-4.1	-1	4	1	-1.0	2
COc1ccc(C2CC(C(F)(F)F)n3nc(C(=O)O)c(Br)c3N2)cc1 (stereo not drawn)	105	-6	0	-0.9	-3	7	5	0.3	14
O=C(/C=C/c1c(F)cccc1Cl)c1ccc(O)cc1	97	12	-2	-2.1	8	3	-10	-1.4	8
COC(=O)C(C#N)C(=C1C(=O)CC(C)(C)CC1=O)c1ccc(O)cc1 (stereo not drawn)	104	10	-2	-2.3	3	9	-6	0.1	6
CC1CCc2cc(F)ccc2N1S(=O)(=O)c1ccc(Cl)nc1 (stereo not drawn)	116	-14	-8	-2.8	-10	9	0	-2.1	11
CCCCn1c(-c2csc(CC)c2)n[nH]c1=S	109	2	22	-3.5	-22	0	4	5.8	27
Cc1ccn(CC(=O)N2CCCC(Nc3ccc(F)c(F)c3)C2)n1 (stereo not drawn)	108	1	-3	-2.4	-9	6	5	-3.7	3
C=CCn1c(SCC(=O)c2c(C)[nH]c3ccccc23)nnc1-c1ccncc1	95	12	6	-2.6	-5	-3	15	-2.1	-6
CC(C)C1/C(=N/O)CC(c2ccccc2)NC1c1ccccc1 (stereo not drawn)	95	9	0	0.1	-6	-5	6	2.4	28
O=C1OCCC1Sc1nnnn1-c1ccc(Cl)cc1 (stereo not drawn)	101	14	-5	-3.0	-3	5	-18	-1.4	13
Cc1c(NS(=O)(=O)c2ccc(Br)s2)c(=O)n(-c2ccccc2)n1C	105	6	-3	-1.0	-6	11	4	2.0	29
O=c1[nH]c2ccccc2nc1C(F)(F)F	100	19	4	-3.1	-7	1	-5	-0.9	37*
COc1ccc(CCNC(=O)C23CN(Cc4ccccc4)CC2C(c2ccc([N+](=O)[O-])cc2)=NO3)cc1 (stereo not drawn)	101	1	-1	-2.0	-13	5	-21	-0.6	25
COc1ccc(OC)c(CCNC(=O)CN2C(=O)COc3ccc(S(=O)(=O)N4CCOCC4)cc32)c1	102	7	-2	-2.1	-43	0	-10	1.1	20
CCCCNC(=O)CNC(=S)N(Cc1ccc(C)cc1)Cc1ccco1	99	10	-4	-0.4	-6	0	3	-3.8	3
OCCCCNCc1ccc(OCc2ccccc2Cl)cc1	163*	10	-2	-1.4	20	27*	-51	-2.8	18
